mcGAS MS inh: inhibitors of mouse cGAS. Q8C6L5. recombinant mouse cGAS, cGAMP by RapidFire MS. inhibition, % at 12.5 µM. actives 0.18% (n = 130,000);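 active = inhibition of cGAS enzyme activity at or above 60%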;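 also: enzyme stimulated by 45 bp dsDNA with ATP and GTP substrates; cGAMP share of summed cGAMP plus half ATP and half GTP signals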
Target sequence (Q8C6L5 whole entry, looked up): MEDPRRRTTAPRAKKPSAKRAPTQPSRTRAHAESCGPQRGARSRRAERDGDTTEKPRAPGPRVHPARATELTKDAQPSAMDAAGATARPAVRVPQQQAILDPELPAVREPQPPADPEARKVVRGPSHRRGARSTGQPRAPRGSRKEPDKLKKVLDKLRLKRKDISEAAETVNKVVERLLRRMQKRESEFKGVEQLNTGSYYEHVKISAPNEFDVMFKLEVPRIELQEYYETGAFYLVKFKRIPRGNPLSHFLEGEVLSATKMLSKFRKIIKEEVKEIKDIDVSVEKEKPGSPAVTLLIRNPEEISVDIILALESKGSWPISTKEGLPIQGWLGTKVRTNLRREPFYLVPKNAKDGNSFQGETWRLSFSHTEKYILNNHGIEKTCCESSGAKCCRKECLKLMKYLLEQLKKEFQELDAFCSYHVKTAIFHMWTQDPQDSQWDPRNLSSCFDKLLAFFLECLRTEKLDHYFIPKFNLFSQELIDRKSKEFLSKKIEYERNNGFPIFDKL
Active calls of the source: *; & = joins results of further samples. Only part of the results is shown; rates above refer to the full screens.

SMILES | mcGAS MS inh
CCN1CCC[C@H]1CNC(=O)c1cnc(-c2cccnc2)nc1 | -5
COCCCn1ccc2nc3ccn(-c4ccncc4)c(=O)c3cc2c1=O | -3
COc1cc(C)ccc1OCc1nc(C(=O)N(C)CC2Cc3ccccc3O2)co1 (stereo unspecified) | -5
C=CCOc1cccnc1N | -32
O=C(NCC1CCCN(C(=O)CCn2cncn2)C1)c1ccc(-c2ccccc2)cc1 (stereo unspecified) | -4&-2
Cc1cc(C)c2ccc(O)cc2n1 | 3
N#CC1C(=N)C(C#N)(C#N)C(c2cccnc2)C2CSCC=C12 (stereo unspecified) | -6
COc1ccc(N2CCN(C(=O)C3CCCCC3C(=O)Nc3cccc(Oc4ccccc4)c3)CC2)cc1 (stereo unspecified) | -3
c1nc2c([nH]1)CCNC2c1ccc(-c2ccc3c(c2)OCCO3)cc1 (stereo unspecified) | -10
CCC(CCO)CNc1nn2c(=O)ccnc2s1 (stereo unspecified) | -4
O=C(O)CCn1c(/C=C/c2cccc(NC(=O)C(F)(F)F)c2)nc2ccccc2c1=O | 7
Cc1cc(NC(=O)NCCCSc2nncn2C)no1 | -10
O=C(Nc1ccc(OCC(F)(F)F)cc1)c1cnccn1 | 9
O=[N+]([O-])c1cccc(/C=C/c2ncc3ccccn23)c1 | -7
C/C(=C/C(=O)N1CCS(=O)CC1)c1cccc(C(F)(F)F)c1 | 13
CC(C)Cc1c(-c2ccccc2)ncn1CCSc1nccn1C | 7
CN(C)C(=O)C1(CNC(=O)Nc2ccc(F)c(C(F)(F)F)c2)CCCC1 | -10
c1ccc(-c2cc(Sc3nnc(-c4ccncc4)o3)n3ncnc3n2)cc1 | -4
COc1ccc(-c2nc3n(n2)C(c2ccccc2F)C(C(=O)Nc2cccnc2)=C(C)N3)cc1OC (stereo unspecified) | -2
CCCCn1c(=O)c2c(nc3n2CCN3c2ccccc2)n(C)c1=O | -3
CC1=CC(=C(C#N)C#N)C=C(C)N1c1cccc(F)c1 | -2
CCOc1ccc(/C=N\Nc2nc(Nc3ccc(F)cc3)nc(N3CCOCC3)n2)cc1OC | 3
CCC(C)n1c(C)c(C)n2c3c(=O)n(Cc4ccc(F)cc4)c(=O)n(C)c3nc12 (stereo unspecified) | -4
COc1cc(/C=N\n2nnnc2N)ccc1OCC(N)=O | -2
CC(C)CCNC(=O)C(C)S(=O)Cc1csc(C(C)C)n1 (stereo unspecified) | 3

Shown as tab-separated lines: 5 of the compounds above.
SMILES	mcGAS MS inh
O=[N+]([O-])c1cccc(/C=C/c2ncc3ccccn23)c1	-7
C/C(=C/C(=O)N1CCS(=O)CC1)c1cccc(C(F)(F)F)c1	13
CC(C)Cc1c(-c2ccccc2)ncn1CCSc1nccn1C	7
CN(C)C(=O)C1(CNC(=O)Nc2ccc(F)c(C(F)(F)F)c2)CCCC1	-10
c1ccc(-c2cc(Sc3nnc(-c4ccncc4)o3)n3ncnc3n2)cc1	-4

More compounds:
SMILES | mcGAS MS inh
CCCONc1nc(N)nc(N(CC)CC)n1 | -1
Cc1c(C(=O)NCCC#N)sc(=O)n1Cc1ccc(S(=O)(=O)N(C)C)cc1 | -8
Fc1ccc(-c2n[nH]c(=S)n2-c2ccc(F)cc2)cc1 | -4
CC(=O)c1cc2c(cc1NC(=O)COc1cccc3c1CCCC3O)OCO2 (stereo unspecified) | -7
COC(=O)c1ccc(S(=O)(=O)NCC(=O)OC(C)C)c(Cl)c1 | -1
CCC(C)c1ccccc1N1CC(C(=O)NNC(=O)c2ccco2)CC1=O (stereo unspecified) | -12
Cc1c(C(=O)NC(C#N)CC(C)C)cnn1-c1ccc(F)cc1 (stereo unspecified) | -5
COc1cc(NC(=O)NCCS(=O)(=O)c2c(C)n(C)c3ccccc23)cc(OC)c1OC | 1
CC1CN(C(=O)CNc2cccc(F)c2)CC(c2ccccc2)O1 (stereo unspecified) | -4
CN1CCCC2(CCN(C(=O)c3ccc(-c4nnn(C)n4)cc3)C2)C1=O (stereo unspecified) | 1
CCNc1ncc2nc(C(=O)O)c(=O)[nH]c2n1 | -15
COc1cc(S(=O)(=O)N2CCN(c3ccc(C)c(Cl)c3)CC2)c(OC)cc1Br | -11
COc1ccc(C(=O)C2=C3SC=C(c4ccc(Br)cc4)N3CC2)cc1OC | 6
CCn1c(N)c(C(=O)NCC2CCCO2)sc1=S (stereo unspecified) | -12
CCOC(=O)C1=C(O)/C(=C/c2ccccc2OCC#N)SC1=NC(=O)c1ccccc1Cl | -3
COc1ccc(CN2CCC2(C)C(=O)Nc2ccccc2Cc2ccccc2)c2ccccc12 (stereo unspecified) | -5
Cc1c(C(=O)NCc2cccc([N+](=O)[O-])c2)sc(=O)n1Cc1ccccc1 | -7
N#Cc1cnn(C(=O)Cc2ccccc2Br)c1N | 0
N#Cc1ccccc1Oc1ccc(NC(=O)C2CC=CCC2)cn1 (stereo unspecified) | -5
CC(=O)NC1C(=O)N(CCOc2ccccc2)c2c(C)cc(C)cc21 (stereo unspecified) | -11
Cc1ccc(S(=O)(=O)NC(=O)C2(C)CCN2C(=O)Cc2ccc(-c3ccccc3)cc2)nc1 (stereo unspecified) | -10
CN(Cc1ncc[nH]1)C(=O)COc1ccc(F)cc1 | -12
CN1CCN(C(CNC(=O)c2cccs2)c2ccc3c(c2)CCN3C)CC1 (stereo unspecified) | -4
N#CCCN(CCC(F)(F)F)C(=O)C1CC2CCC1C2 (stereo unspecified) | -10
COc1ccccc1N(CC(O)CN(c1ccccc1)S(C)(=O)=O)S(=O)(=O)c1ccccc1 (stereo unspecified) | -2
SMILES | mcGAS MS inh
Cc1cc(N(C)CCn2cnnc2)nc2ccccc12 | -5
Cn1cc(C(=O)NCc2cccs2)c2n[nH]c(=O)c-2c1 | -1
Nc1cc(-c2cc(C(=O)O)ccc2Cl)c2cc[nH]c2n1 | 15
Cc1c(C(=O)NC2CCCC2)sc(=O)n1Cc1ccc(C(F)(F)F)o1 | -5
CC1CC(C)CN(S(=O)(=O)NCc2cc3ccccc3[nH]2)C1 (stereo unspecified) | 0
O=C(c1ccc(=O)[nH]n1)N1CCN(c2cccc(C(F)(F)F)c2)CC1 | -10
COCC(C)NCc1ccc2[nH]c(C)c(C)c2c1 (stereo unspecified) | -5
CNCCC(Oc1ccc(C(F)(F)F)cc1)c1ccccc1 (stereo unspecified) | -9&-7&-5&-4
Cc1nc2ncc(-c3ccnc4[nH]ccc34)cc2[nH]1 | -12
Nc1nnc(CCNc2nccc(CCC(F)(F)F)n2)s1 | -3
Cc1ccsc1C(=O)N1CCC1(C)C(=O)NS(=O)(=O)c1ccccc1 (stereo unspecified) | 0
Cc1cc(N(C)C)nc(Nc2ccc(NC(=O)c3cccc4ccccc34)cc2)n1 | -7
CC(C)c1ccc(S(=O)(=O)N2CCC3(CC2)NC(=O)C2(CCCCC2)N3)cc1 | -2
O=C(c1ccc(-c2ccn[nH]2)cc1)N1CCC2(CC1)C(=O)Nc1ccccc12 | -61
Ic1cccc(-c2nc(-c3cccnc3)no2)c1 | -17
CC(C)c1cccc(N2CCN(Cc3cnc(-c4ccco4)nc3)CC2)n1 | -10
CC1CN(S(=O)(=O)C2CCCC2)CC(C)(C)O1 (stereo unspecified) | -2
COCCn1c(=NC(=O)c2nc3ccccc3s2)sc2cc(S(C)(=O)=O)ccc21 | -3
c1ccc(Cc2nnc3sc(-c4ccncc4)nn23)cc1 | 2
CC(C)(C)NC(=O)N1CCn2cccc2C1c1cccnc1 (stereo unspecified) | -4
O=C(Cc1coc2cc3c(cc12)CCC3)Nc1cc(F)ccc1F | -2
CCCc1c(O)nc(SCCC(=O)O)[nH]c1=O | 10
CN(C)c1ccc(CCCNC(=O)c2cn[nH]c2C(F)(F)F)cc1 | -22
O=C(CN(c1ccccc1)S(=O)(=O)c1ccccc1)NC1CCCC1 | 1
CCOC(=O)c1sc(NC(=O)Cn2nc(C(F)(F)F)c(Br)c2C)c(C(=O)OCC)c1C | 4
SMILES | mcGAS MS inh
CC1CCCCN1C1CN(C(=O)CCC(=O)Nc2cccc(O)c2)C1 (stereo unspecified) | -6
Cc1cccc(COCC2CN(C(=O)c3ccccc3)CCO2)c1 (stereo unspecified) | -6
COC(=O)CN(C)Cc1nc(-c2cccc(Cl)c2)oc1C | 1
CN(CC(=O)N1CC(=O)Nc2ccccc21)Cc1cccc(F)c1 | -5
CCC(=O)N(c1nc(-c2ccc(C)cc2)c(C)s1)c1ccccc1OC | -24
COc1ccc(C(C)=O)cc1CN1C(=O)C(C)ON=C1c1cccc(C(F)(F)F)c1 (stereo unspecified) | 2
CCOC(=O)CCNC(=O)N1CCn2cccc2C1c1ccc(Br)cc1 (stereo unspecified) | -7
CC1CCN(Cc2nnnn2CCCC(=O)NCCCc2cccnc2)CC1 | 3
O=C(Nc1ccc(Cc2ccncc2)cc1)N1CCCC(N2CCCC2)C1 (stereo unspecified) | -3
CCOc1ccc(NC(=O)c2cc(=O)c(OC)c[nH]2)cc1 | -5
Cc1ccc2nc(CN(C)Cc3ccnc(C(C)C)n3)[nH]c2c1 | 0
CCOC(=O)C(C#N)=C1C=C(C)N(c2ccc(OC)cc2[N+](=O)[O-])C(C)=C1 | -3
O=C1N=C2OC(C(=O)N3CCCCC3)=CN2CCN1 | -7
CCCn1c(SCC(=O)C(C)(C)C)n[nH]c1=O | -14
CC(=O)OCc1c(C)cc(C)c(/C=N\O)c1C | -8
O=C(c1csc2nc(-c3ccccc3)cn12)N1CCOCC1 | 3
Cc1nc2c(s1)CCCC2Nc1nccc(-c2cc(C(=O)O)ccn2)n1 (stereo unspecified) | -9
CC1CCN(S(=O)(=O)N2CCCC(C(=O)O)C2)CC1 (stereo unspecified) | -3
CC(C)N1CCN(Cc2cccc3cnccc23)CC1CCO (stereo unspecified) | -11
CC(=O)c1ccc2c(c1)Sc1ccccc1N2CCCN1CCN(CCO)CC1 | -6
CC(CN1C(C)CCCC1C)OC(=O)c1ccc(Cl)cc1 (stereo unspecified) | 23
CCN1CCN(C(c2ccccc2)C2Sc3nc(C)nn3C2=O)CC1 (stereo unspecified) | -7
O=C(C1=Cc2ccccc2OC1)N(Cc1cccnc1)c1ccc(F)cc1 | -3
Cc1noc(C)c1CSCC(=O)NC1COc2ccccc2C1 (stereo unspecified) | -12
CC(C)c1cc(N2CC[C@@H](N3CCOCC3)[C@H](O)C2)nc(C(F)(F)F)n1 | 4
SMILES | mcGAS MS inh
CSC(C)Cc1c(-c2ccccc2)ncn1Cc1noc(C2CCCC2)n1 (stereo unspecified) | -10
COc1ccc(C2=CC(C)(c3ccc(OC)c(F)c3)Nc3ncnn32)cc1F (stereo unspecified) | 9
Cc1ccc(Cl)c(C(=O)N2CCc3c(nc(-c4ccncc4)[nH]c3=O)C2)c1 | -5
CC(c1ccncn1)N(C)C(=O)c1ccc(NC(=O)C2CCC2)cc1 (stereo unspecified) | -17
Cc1ccc(N2CC(NC(=O)N3CCn4cccc4C3c3ccccc3F)CC2=O)cc1 (stereo unspecified) | -7
Cc1[nH]cnc1-c1c(-c2ccccc2)ncn1CC(=O)Nc1nccs1 | -2
CC(NC(=O)c1ccc2c(c1)NC(=O)CCS2)c1ccc(-n2ccnc2)cc1 (stereo unspecified) | -2
C=CCOC(=O)C1=C(C)NC(=O)NC1c1ccc(OC)c(OC)c1 (stereo unspecified) | -7
CCC(CC(C)CO)NC(=O)c1ccc(Cl)c(S(=O)(=O)N(C)C)c1 (stereo unspecified) | -2
CCc1nc(C)ccc1OCC(=O)NC1C=CS(=O)(=O)C1 (stereo unspecified) | -14
CC(=O)N1CCC(C(=O)N(C)CC2CCCCC2)CC1 | -3
CCCCC1C=CCN1C(=O)c1cc2n(n1)CCCN(C(C)=O)C2 (stereo unspecified) | -11
Fc1ccc(-c2cnc(CSc3nnc(C4CC4)n3C3CC3)o2)cc1 | -5
COc1ccc(-c2cc(C(F)(F)F)nc(-n3cc(Cl)cn3)n2)cc1 | -6
O=C1C(=O)N(CN2CCc3sccc3C2c2cccs2)c2ccc(F)cc21 (stereo unspecified) | -9
CNC(=O)c1ccc(N2CC=C(c3ccc(O)cc3)CC2)nn1 | 32
Cc1csc(CCNC2(P(=O)(O)O)CCCC(C)C2)n1 (stereo unspecified) | -11
S=c1[nH]c2cc(Cl)cnc2[nH]1 | -5
O=C(Cn1ncc2ccccc21)N1CCC(n2cc(-c3ccccn3)nn2)CC1 | 11
Cc1[nH]nc2c1C(c1ccccc1)CC(c1ccccc1)=C2 (stereo unspecified) | -6
CC(C)c1cncnc1N1CCC2(CCNCC2)CC1 | -1

Of the compounds above, 14 contain a CF3 group:
SMILES | mcGAS MS inh
O=C(O)CCn1c(/C=C/c2cccc(NC(=O)C(F)(F)F)c2)nc2ccccc2c1=O | 7
O=C(Nc1ccc(OCC(F)(F)F)cc1)c1cnccn1 | 9
C/C(=C/C(=O)N1CCS(=O)CC1)c1cccc(C(F)(F)F)c1 | 13
CN(C)C(=O)C1(CNC(=O)Nc2ccc(F)c(C(F)(F)F)c2)CCCC1 | -10
N#CCCN(CCC(F)(F)F)C(=O)C1CC2CCC1C2 (stereo unspecified) | -10
Cc1c(C(=O)NC2CCCC2)sc(=O)n1Cc1ccc(C(F)(F)F)o1 | -5
O=C(c1ccc(=O)[nH]n1)N1CCN(c2cccc(C(F)(F)F)c2)CC1 | -10
CNCCC(Oc1ccc(C(F)(F)F)cc1)c1ccccc1 (stereo unspecified) | -9&-7&-5&-4
Nc1nnc(CCNc2nccc(CCC(F)(F)F)n2)s1 | -3
CN(C)c1ccc(CCCNC(=O)c2cn[nH]c2C(F)(F)F)cc1 | -22
CCOC(=O)c1sc(NC(=O)Cn2nc(C(F)(F)F)c(Br)c2C)c(C(=O)OCC)c1C | 4
COc1ccc(C(C)=O)cc1CN1C(=O)C(C)ON=C1c1cccc(C(F)(F)F)c1 (stereo unspecified) | 2
CC(C)c1cc(N2CC[C@@H](N3CCOCC3)[C@H](O)C2)nc(C(F)(F)F)n1 | 4
COc1ccc(-c2cc(C(F)(F)F)nc(-n3cc(Cl)cn3)n2)cc1 | -6

Source: PubChem BioAssay (Fisher Drug Discovery Resource Center)
